# Compound activity from PubChem BioAssay.
# rad50 – NCI yeast anticancer drug screen, S. cerevisiae rad50 strain | 10% of 79,000 active | AID 155, 2004 | growth inhibition, % at 50 µM;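 further: 0% = growth of vehicle-only cultures of the same strain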
#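 Cells are treated with compound, grown, and their growth is then scored against vehicle-only cultures of the same repair-deficient yeast strain.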
# mec2-1 – NCI yeast anticancer drug screen, S. cerevisiae mec2-1 strain; 9% of 79,000 active; growth inhibition, % at 50 µM;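 further: 0% = growth of vehicle-only cultures of the same strain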
#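 mec2-1 yeast strain, carrying an alteration in DNA damage repair or cell cycle control, was exposed to compounds; growth inhibition was measured relative to vehicle-treated controls.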
# yeast cln2 rad14 – NCI yeast anticancer drug screen, S. cerevisiae cln2 rad14 strain | growth inhibition, % at 50 µM | 8.3% of 78,000 active | AID 165, 2004;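 further: 0% = growth of vehicle-only cultures of the same strain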
#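 Readout is yeast growth inhibition versus vehicle-treated controls, using a strain with cln2 and rad14 alterations exposed to compound.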
# mlh1 rad18 – NCI yeast anticancer drug screen, S. cerevisiae mlh1 rad18 strain; 11% of 79,000 active; AID 175, 2004; growth inhibition, % at 50 µM;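 further: 0% = growth of vehicle-only cultures of the same strain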
#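 Inhibition values reflect reduced growth of mutant yeast versus vehicle-treated controls following compound exposure; the mutations affect DNA damage repair.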
# sgs1 mgt1 – NCI yeast anticancer drug screen, S. cerevisiae sgs1 mgt1 strain; % growth inhibition at 50 µM; 10% of 78,000 active;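 further: 0% = growth of vehicle-only cultures of the same strain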
#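 Genetically altered yeast, compound exposure, growth inhibition relative to vehicle.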
# bub3 – NCI yeast anticancer drug screen, S. cerevisiae bub3 mutant strain; growth inhibition, % at 50 µM; 9.9% of 78,000 active; AID 167, 2004;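 further: 0% = growth of vehicle-only cultures of the same strain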
#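 Yeast carrying a defined mutation is treated with each compound, and growth is compared with that of vehicle-exposed cells to give inhibition.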
# * hit, by the source's call; . = no result given; & = joins results of further samples. No stated cut-off is given here; in the data, active means growth inhibition above about 70%; inactive means the rest.
SMILES,rad50,mec2-1,yeast cln2 rad14,mlh1 rad18,sgs1 mgt1,bub3
O=C(O)C/C=C/CC(=O)O,-2,-14,4,-3,-3,15
BrCCOc1ccccc1,19,8,-30,-26,-29,-8
Cc1cc(CC#N)c(CC#N)cc1C,4,-10,9,4,-7,-4
CC1(C)OCC(C(O)C2OC(C)(C)OC2/C=N\O)O1 (centres undefined),-4,-18,0,-17,0,-1
CC(C)(C)CC(=O)O,5,18,27,-2,29,27
COC(=O)c1c(N)n[nH]c1N,-10,-6,-9,-7,35,17
NS(=O)(=O)c1ccc(N=Nc2nc3ncnc(SCc4ccc(F)cc4)c3[nH]2)cc1,7,2,1,14,-1,2
Cn1c(=O)c(CC(O)C(Cl)(Cl)Cl)nc2ccccc21 (centres undefined),21,24,4,32,3,19
NC(=O)c1ccccc1NC(=O)C(=O)C(C(=O)c1ccc(Cl)c(Cl)c1)C1OC(=O)c2ccccc21 (centres undefined),53,47,67,45,33,58
CCCC(C)C(=O)OC1CCCC1 (centres undefined),11,-8,-5,3,5,14
CN(C)Cc1cc(C(=O)/C=C/c2ccc(Br)cc2)cc(CN(C)C)c1O,-19,-4,7,-18,-5,1
CC(=O)Nc1ccccc1C=C1c2ccccc2-c2ccccc21,2,-6,-15,4,1,-12
O=C(Cc1ccccc1[N+](=O)[O-])C(CO)c1ccccc1[N+](=O)[O-] (centres undefined),-15,-28,9,-31,-22,-14
Cc1cc(C)c(C)c(S(=O)(=O)O)c1C,6,-17,-21,9,-7,2
Cc1nc(-c2ccccc2)c(-c2ccccc2)s1,84*,84*,66,87*,88*,84*
CCNc1nc(NCC)c2cn[nH]c2n1,0,22,-18,-16,11,-24
CNCCSSCCN,-10,-1,-19,1,-6,3
NC(=O)N/N=C/C1CCc2ccccc2C1 (centres undefined),6,-10,-6,2,-12,-1
CCO/C(C)=C(/C#N)C(N)=S,60,36,85*,43,40,75*
Cc1[nH]n(C(=N)N)c(=O)c1CCO,-7,12,-6,-51,-19,2
CC(NC(=O)OCc1ccccc1)C(=O)NC(CO)C(N)=O (centres undefined),6,-6,19,8,0,6
COC(=O)CCC(C)C1CCC2C3CCC4CC(OC(=O)c5ccccc5)CCC4(C)C3CC(=O)C12C (centres undefined),3,0,-31,16,0,-1
CCC1([N+](=O)[O-])COC(CCc2ccccc2)OC1 (centres undefined),6,-21,-30,-20,11,0
CC(C)(C)N1CC(C#N)C(=O)C1=O (centres undefined),1,10,1,16,-4,-10

# Next part; it opens with the 2 that closed the last part.
SMILES,rad50,mec2-1,yeast cln2 rad14,mlh1 rad18,sgs1 mgt1,bub3
CCC1([N+](=O)[O-])COC(CCc2ccccc2)OC1 (centres undefined),6,-21,-30,-20,11,0
CC(C)(C)N1CC(C#N)C(=O)C1=O (centres undefined),1,10,1,16,-4,-10
CCCCC1NNC(CCCC)NN1 (centres undefined),3,-15,-26,-1,-19,-6
CSC(=N)N1N=C2/C(=C/c3ccccc3)CCC[C@H]2[C@H]1c1ccccc1,21,-7,-15,28,41,4
O=C(Nc1ccccc1C(=O)NCCCO)/C(=C/c1ccccc1O)NC(=O)c1ccccc1,-5,-5,18,-21,22,8
CC12CC3C(CC1O2)C3(C)C (centres undefined),-30,-20,2,-43,-33,1
COc1ccc(C2CC(c3ccccc3)=NN2c2ccccc2)cc1 (centres undefined),1,-14,-8,8,6,5
C(=N\N1CCN(/N=C/c2c[nH]c3ccccc23)CC1)/c1c[nH]c2ccccc12,10,-12,-1,-3,-13,1
O=C(/C=C/c1ccc(O)cc1)NCCc1c[nH]c2ccc(O)cc12,1,-10,8,8,10,-4
CCCCCCCCCCCC(=O)OCc1ccccc1,-4,18,18,26,3,-4
CCCn1cnc2c(SCC(=O)O)nc(N)nc21,-33,-19,-26,-9,-24,-22
O=c1c2cc([N+](=O)[O-])ccc2c2ccc([N+](=O)[O-])cc2c(=O)n1-c1ccc2c(c1)Cc1ccccc1-2,22,-21,-21,-5,-19,-8
O=C(Nc1ccccc1)Sc1nc2ccccc2s1,24,18,14,28,46,54
NC(CC(=O)O)c1ccccc1 (centres undefined),0&0&6,-4&-3&9,-5&-33&14,-25&10&-9,0&2&-6,-18&-10&-13

# Exported with tabs: 21 of the compounds above
SMILES	rad50	mec2-1	yeast cln2 rad14	mlh1 rad18	sgs1 mgt1	bub3
O=C(Cc1ccccc1[N+](=O)[O-])C(CO)c1ccccc1[N+](=O)[O-] (centres undefined)	-15	-28	9	-31	-22	-14
Cc1cc(C)c(C)c(S(=O)(=O)O)c1C	6	-17	-21	9	-7	2
Cc1nc(-c2ccccc2)c(-c2ccccc2)s1	84*	84*	66	87*	88*	84*
CCNc1nc(NCC)c2cn[nH]c2n1	0	22	-18	-16	11	-24
CNCCSSCCN	-10	-1	-19	1	-6	3
NC(=O)N/N=C/C1CCc2ccccc2C1 (centres undefined)	6	-10	-6	2	-12	-1
CCO/C(C)=C(/C#N)C(N)=S	60	36	85*	43	40	75*
Cc1[nH]n(C(=N)N)c(=O)c1CCO	-7	12	-6	-51	-19	2
CC(NC(=O)OCc1ccccc1)C(=O)NC(CO)C(N)=O (centres undefined)	6	-6	19	8	0	6
COC(=O)CCC(C)C1CCC2C3CCC4CC(OC(=O)c5ccccc5)CCC4(C)C3CC(=O)C12C (centres undefined)	3	0	-31	16	0	-1
CCC1([N+](=O)[O-])COC(CCc2ccccc2)OC1 (centres undefined)	6	-21	-30	-20	11	0
CC(C)(C)N1CC(C#N)C(=O)C1=O (centres undefined)	1	10	1	16	-4	-10
CCCCC1NNC(CCCC)NN1 (centres undefined)	3	-15	-26	-1	-19	-6
CSC(=N)N1N=C2/C(=C/c3ccccc3)CCC[C@H]2[C@H]1c1ccccc1	21	-7	-15	28	41	4
O=C(Nc1ccccc1C(=O)NCCCO)/C(=C/c1ccccc1O)NC(=O)c1ccccc1	-5	-5	18	-21	22	8
CC12CC3C(CC1O2)C3(C)C (centres undefined)	-30	-20	2	-43	-33	1
COc1ccc(C2CC(c3ccccc3)=NN2c2ccccc2)cc1 (centres undefined)	1	-14	-8	8	6	5
C(=N\N1CCN(/N=C/c2c[nH]c3ccccc23)CC1)/c1c[nH]c2ccccc12	10	-12	-1	-3	-13	1
O=C(/C=C/c1ccc(O)cc1)NCCc1c[nH]c2ccc(O)cc12	1	-10	8	8	10	-4
CCCCCCCCCCCC(=O)OCc1ccccc1	-4	18	18	26	3	-4
CCCn1cnc2c(SCC(=O)O)nc(N)nc21	-33	-19	-26	-9	-24	-22

# Remaining list, next part:
SMILES,rad50,mec2-1,yeast cln2 rad14,mlh1 rad18,sgs1 mgt1,bub3
c1ccc2c3c(cc(CCc4cc5c(c6ccccc46)CCCC5)c2c1)CCCC3,-10,-18,-16,-4,-6,-9
CCOc1ccc(NC(=S)NC=C(C(N)=O)C(N)=O)cc1,-47,-41,19,-23,-11,4
CC(=O)N(C)c1cc([N+](=O)[O-])ccc1C,4,8,-9,3,6,6
CC1=C(C/C=C(\C)CCCC(C)CCCC(C)CCCC(C)C)C(=O)c2ccccc2C1=O (centres undefined),2,-25,-8,-6,-7,-4
CCCCOC(=O)C(=O)C(CC(CC)C(=O)c1ccccc1)C(=O)C=C(C)C (centres undefined),-29,-8,-15,15,-10,-14
C#CC(C)(C)CC,21,-16,20,17,8,-8
CCC(=O)N1NC(=O)C(CC)(CC)C1=O,-2,-26,11,-36,11,-2
CC1(C)CC(=O)C(CC2=C(N)CC(C)(C)CC2=O)=C(N)C1,2,6,-13,32,10,11
[Cl][Sn]([CH2][CH2][Sn]([Cl])([c]1ccccc1)[c]1ccccc1)([c]1ccccc1)[c]1ccccc1,94*,92*,88*,94*,95*,91*
CCOC(=O)C1Oc2ccccc2O1,12,-15,-41,-11,-7,-13
O=C1C(c2ccccc2Cl)C2CC=CC2N1O (centres undefined),6,6,6,9,-2,-10
CN(C)C(=O)c1ccc[n+](CC(=O)Nc2ccccc2)c1,1,-4,-1,-4,13,4
CCC1(C)N=C(N)Nc2nc3cc(C)c(C)cc3n21 (centres undefined),15,18,7,21,25,20
CCOC(=O)CN(CCN(CC(=O)OCC)CC(=O)OCC)CC(=O)OCC,28,23,6,39,42,47
CC(=O)c1cc2c(cc1C)C(C)=C(C)C2(C)C,-3,-2,-13,-3,2,1
CC1=C(O)C(=O)C2C(=O)C1C(C)C2c1ccccc1 (centres undefined),-5,3,-8,-14,-32,-12
CCOC(=O)C(CCCC(C(=O)OCC)C(=O)OCC)C(=O)OCC,-45,-46,15,-20,-15,10
CCCCN(CCCC)CN1C(=O)/C(=C/c2ccc(NC(C)=O)cc2)NC1=S,78*,80*,80*,86*,80*,73*
NC(N)=N/N=C/c1cc(Cl)cc(Cl)c1O,80*,62,.,58,.,.
CC(=O)OCC1OC(n2c3c(c(-c4cccc5ccccc45)c(C#N)c2=S)CCCC3)C(OC(C)=O)C(OC(C)=O)C1OC(C)=O (centres undefined),-1,-5,6,13,14,-6
CC(=O)Oc1cccc(OC(C)=O)c1,42,39,12,35,25,7
CC1(C)OC2COC3OC(C)(C)OC3(/C=N\NC(=O)c3cc4ccccc4[nH]3)C2O1 (centres undefined),-38,-6,4,0,-8,2
O=C(Nc1ncccn1)c1ccc(Cl)cc1Cl,-12,5,-22,32,31,11
O=c1c2ccccc2n2nnc3ccc(NCCNCCO)c1c32,-15,3,23,-1,-1,0
COc1ccc(Nc2nc(NNC(=O)Cc3ccccc3)nc(NNC(=O)c3ccncc3)n2)cc1,8,20,19,30,30,27
CC(=O)n1nc(-c2[nH]c(C)c(-c3nn(C(C)=O)c(=S)o3)c2C)oc1=S,20,15,12,25,26,49
Nc1ccc2c(c1)C(=O)c1cc(C(=O)O)ccc1-2,21,-3,16,-10,10,13
Cc1ccc([N+](=O)[O-])c2c(NCC(O)CO)ccnc12 (centres undefined),11,14,16,-4,36,36
O=C(O)Cc1sc(=O)[nH]c1O,13,-1,6,-1,5,-2
C1CCC2(CCC34CCCCC3CCCC4)CCCCC2C1 (centres undefined),100*,100*,99*,98*,100*,100*
COc1ccc2cc(C(=O)Nc3ccc(O)c(C(=O)O)c3)ccc2c1OC,-2,0,-11,-23,-8,3
O=C(O)C1=C/C(=C(/c2ccccc2)c2cc(C(=O)O)c(O)c3ccccc23)c2ccccc2C1=O,-8&4,-27&-29,23&23,-4&-1,-34&-21,-4&-9
COc1cc2c(cc1OC)C1Cc3ccccc3CCN1CC2 (centres undefined),-23,-7,-24,-19,-17,-10
Cc1ncc(CO)c(/C=N\NC(N)=S)c1O,10,5,-48,-7,8,-39
O=c1ccn(C2OC(C(O)CO)C(O)C2O)c(=O)[nH]1 (centres undefined),-5,-3,-61,9,5,-8
O=S(=O)(NC1CCCCC1)N1CCCCC1,34,-4,2,15,21,-4
c1ccc(COc2cccc3[nH]ccc23)cc1,74*,90*,89*,96*,87*,84*
C=CCCCCCCCCC(=O)N/N=C/c1ccc(NC(C)=O)cc1,10,7,3,7,7,12
CN1CCC(=O)C(c2ccccc2)(c2ccccc2)CC1,-8,-9,-25,-27,3,28
Clc1nc2ccccc2o1,21,3,26,34,2,31
N#Cc1ccccc1Br,21,-20,12,30,21,12
Cc1ccc(OCC2OC(n3cnc4c(Br)nc(Br)nc43)CC2Oc2ccc(C)cc2)cc1 (centres undefined),12,-5,7,-33,-19,-1
CCOc1ccc(NCN2C(=O)c3ccccc3C2=O)cc1,-6,16,-23,19,0,25
OCCC1(O)CCC(O)CC1 (centres undefined),13,1,-18,-2,4,0
CC(C)(C)SC(=S)SCC(=O)c1cc2ccccc2o1,36,4,30,38,41,41
CC(=O)OCC1OC(OC(C)=O)CC1OC(C)=O (centres undefined),-9,-12,5,-30,-6,2
O=c1c2ccccc2nc(-c2ccccc2)n1NCC1(O)OCC(O)C(O)C1O (centres undefined),15,12,6,8,22,-2
Cc1cc(Cl)ccc1N=Cc1cccs1,18,33,8,22,31,41
COc1cccc(N2CCc3c(C)c(C#N)c4nc5ccccc5n4c32)c1,-42,-17,-12,-37,-21,-20
CCc1cc2c(cc1C(=O)/C=C\c1ccco1)C(C)(C)CCC2(C)C,97*,98*,97*,98*,97*,98*
